Source: PubChem BioAssay (National Center for Advancing Translational Sciences (NCATS))
USP2a block: blocks human ubiquitin-specific protease USP2a; AID 463254; Potency, µM (doses to about 38.3 µM), for the others: at the top dose activity change, negative = inhibition, usual class: inhibitors; O75604; USP2 core, Ub-CHOP2 coupled fluorogenic reporter, 485/531; 330,000 compounds, 0.01% hits;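 further: potency means the concentration at half of the fitted maximal effect; plate controls were DMSO wells for no effect and full inhibition by NEM control for full effect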
Target sequence (O75604 whole entry, looked up): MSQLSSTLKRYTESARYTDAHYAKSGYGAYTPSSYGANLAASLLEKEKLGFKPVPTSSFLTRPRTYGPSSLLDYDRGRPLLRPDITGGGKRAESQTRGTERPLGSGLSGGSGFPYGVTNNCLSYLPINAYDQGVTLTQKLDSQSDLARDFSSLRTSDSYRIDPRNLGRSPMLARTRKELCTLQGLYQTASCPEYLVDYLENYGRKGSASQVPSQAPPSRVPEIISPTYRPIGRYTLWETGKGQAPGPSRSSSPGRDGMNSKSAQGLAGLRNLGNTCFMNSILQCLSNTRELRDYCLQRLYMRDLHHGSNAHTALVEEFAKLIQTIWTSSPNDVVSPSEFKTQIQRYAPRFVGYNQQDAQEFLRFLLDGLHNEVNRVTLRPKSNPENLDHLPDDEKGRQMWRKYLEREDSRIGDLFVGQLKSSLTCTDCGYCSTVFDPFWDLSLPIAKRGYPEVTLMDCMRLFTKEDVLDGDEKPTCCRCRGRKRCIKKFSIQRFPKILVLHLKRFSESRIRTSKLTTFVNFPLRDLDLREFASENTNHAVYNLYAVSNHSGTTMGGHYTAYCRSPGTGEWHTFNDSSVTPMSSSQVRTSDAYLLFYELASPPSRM
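USP2 core (10nM final) preincubated 30min RT with compound in 20mM Tris-HCl pH 8.0, 2mM CaCl2, 2mM beta-mercaptoethanol, 0.05% CHAPS; 25nM Ub-CHOP2 plus 25nM reporter substrate added, fluorescence (Ex485/Em531) read after 60min.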
hERG WT inh: inhibitors of human wildtype KCNH2 potassium channel. Q12809. U2OS, BacMam KCNH2, thallium flux FluxOr; active compounds read low. activity change, % at 1.84 µM. 340,000 compounds, 0.37% hits. AID 720551;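 active means maximum activity change below -70%; inconclusive means maximum activity change between -70% and -50%; inactive means maximum activity change above -50%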; further: on the % scale 0 is the no-effect control and ±100 the full control effect
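U2OS cells were transduced with wild-type KCNH2 virus (2.03 x 10^8 / mL) for 4 h at room temperature, then cultured overnight at 37 C. Thallium flux was read with FluxOr dye. Rate constants were normalized to DMSO controls.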
TRPV1 ag: human TRPV1 agonism; Q8NER1; 320,000 compounds, 0.19% hits; activation, % at 8.33 µM; TRPV1-expressing cells, Fluo-8 calcium influx, agonist mode; in the data active means activation above about 80%; inconclusive means between about 30% and that limit; further: 0% is about no effect
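TRPV1-expressing cells were cultured overnight at 35.5C and loaded with Fluo-8 calcium dye for 40 to 90 min at room temperature. After a 10 s baseline, compound was added and calcium influx was read kinetically for 3 min (ex 480/em 520 nm).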
Eya2 inh: inhibitors of human Eya2 phosphatase activity. recombinant Eya2, OMFP fluorescence dephosphorylation (OMFP is methylfluorescein phosphate). O00167. 330,000 compounds, 0.006% hits. Potency, µM (highest dose often 76.9 µM), inactives show top-dose activity, negative = inhibition, hits mostly inhibitors; further: potency means the concentration at half of the fitted maximal effect; on the % scale 0 is the no-effect control and ±100 the full control effect
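Eya2 protein (added as 0.2 uM solution) was preincubated with compound for 10 min at ambient temperature in 50 mM HEPES pH 7.5, 50 mM NaCl, 5 uM MgCl2, 0.05% BSA, 1 mM DTT. OMFP (added at 50 uM) then reacted 10 min; fluorescence read at 485/525 nm.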
Mito fusion yeast: mitochondrial division inhibition or fusion activation. S. cerevisiae fusion-defective mutant growth rescue, CellTiterGlo 48 h. Potency, µM (highest dose often 46.1 µM), for inactives: top-dose growth rescue (activation), actives largely listed as activators. 320,000 compounds, 0.23% hits. AID 485298;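 further: potency means the concentration at half of the fitted maximal effect; % of control where 0% means no effect; nearly all actives have a fitted effect of over 45% in size; temperature-sensitive fusion mutants such as fzo1-1 at 37 °C on non-fermentable ethanol glycerol medium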
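Yeast fusion mutant, YPEG (non-fermentable carbon), compound, 48 h at 37C non-permissive; CellTiterGlo added, 10 min RT, luminescence read. Rescued growth = division inhibition.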
AT treatment: candidate therapy for ataxia-telangiectasia | […] A-T fibroblasts, KAP-1 phosphorylation AlphaLISA; neocarzinostatin DNA damage 30 min before lysis | Potency, µM (top dose mostly 57.5 µM), for inactives: at the highest dose activation, most hits filed as activators | 320,000 compounds, 0.19% hits; further: potency means the concentration at half of the fitted maximal effect; % of control where 0% means no effect; nearly all actives have a fitted effect of over 45% in size
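hTERT-immortalized A-T patient fibroblasts ([…]), 500 cells/well in OPTI-MEM, 1% FBS, got compounds for 60 min, then NCS for 30 min at 37C. Lysates were then assayed for phospho-KAP-1 by AlphaLISA (anti-pKAP1 donor, anti-KAP1 acceptor beads), 6 hr at 25C.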
KCNH2 3.1 inh: KCNH2 3.1 (human) potassium channel inhibition | U2OS KCNH2 3.1, thallium flux FluxOr; active compounds read low | activity change, % (tested at about 1.8 µM) | 340,000 compounds, 0.95% hits | AID 720553;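 active means maximum activity change below -70%; inconclusive means maximum activity change from -70% to -50%; inactive means maximum activity change above -50%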;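 further: thallium influx rate constant from kinetic fluorescence after stimulation buffer; on the % scale 0 is the no-effect control and ±100 the full control effect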
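We transduce U2OS cells with the mutant 3.1 virus, culture them overnight, load FluxOr with Red40 quencher for 45 min, then add stimulation buffer and read kinetically for 2 min to derive a normalized rate constant.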
TCR act: activates T cell receptor signaling | 330,000 tested, under 10 active | Potency, µM (highest dose often 9.22 µM), inactives show top-dose activation of IL-2 secretion, hits mostly activators | AID 504894 | primary human leukocytes, anti-CD3, IL-2 HTRF, 48 h; further: % of control where 0% means no effect
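Activity was scored as IL-2 release from primary human leukocytes given only a TCR signal (a-CD3 beads) plus compound for 48 hr. Detection used a two-antibody HTRF format read at 665nm.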
ELG1 DNA repair: blocks ELG1-dependent DNA repair in HEK293T cells. Potency, µM (highest dose often 46.1 µM), for inactives: at the highest dose activity change, negative = inhibition, most hits filed as inhibitors. 330,000 compounds, 2.3% hits. HEK293T ELG1-luciferase reporter, luminescence, 16 h; DNA damage induced by 5-fluorouridine; further: potency means the concentration at half of the fitted maximal effect; on the % scale 0 is the no-effect control and ±100 the full control effect; nearly all actives have a fitted effect of over 55% in size
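Quantitative HTS, concentration-response format. 2,000 cells/well co-treated with 5-fluorouridine and compound, 16 hr in 5% CO2 at 37 °C; ONE-Glo luminescence read after 30 min.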
TSHR antag: antagonists of human thyroid stimulating hormone receptor | P16473 | TSHR-expressing cells, TSH-stimulated cAMP HTRF, 2 h; active compounds read low | activity change, negative = inhibition, % at 11.5 µM | 330,000 compounds, 0.2% hits;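 active means activity change below a set negative limit, meaning inhibition stronger than a set level, cut at about -70% in these data; inconclusive means activity change between two set negative limits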; further: on the % scale 0 is the no-effect control and ±100 the full control effect
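Cell-based HTRF cAMP assay; TSHR cells + compound, TSH EC80 (4nM final), 2 h, 37 deg C. Lysis with anti-cAMP cryptate and cAMP-d2, 30 min RT, read 665/620 nm.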
* hit, by the source's call; ? = inconclusive; . = no result given; [ ] = another dose, or the depositor's remark. Unless noted, the call rests on the fitted dose curve; in most records, active means well fitted curve in the direction sought with a large enough effect; inconclusive means small, poorly fitted or top-dose-only effect, or another doubt; inactive means no such curve, though single readings can be large; an effect the other way counts as inactive or inconclusive. Some of the compounds tested; rates above refer to the full screens.

1: COc1cc(Cl)ccc1OCc1cc(C(=O)N2CCCCCCC2)no1
2: O=C(Cc1ccc(F)cc1)Nc1ccc(S(=O)(=O)N2CCCCC2)cc1
3: CC(C)n1cnnc1SCC(=O)Nc1cccnc1Cl
4: Clc1ccccc1CSc1ncn(-c2ccccc2)n1
5: CCOC(=O)CCC(=O)Nc1cc(S(=O)(=O)N2CCOCC2)ccc1N1CCCCC1
6: CCCNC(=O)NC(=O)COC(=O)c1cccc(NS(=O)(=O)c2ccc(F)c(F)c2)c1
7: CCC(C(=O)NC1CC1)n1nc(C)c2c(C)n(-c3ccccc3)nc2c1=O (stereo not drawn)
8: Cc1cc(Br)cc2c(C(=O)Nc3c(C)n(C)n(-c4ccccc4)c3=O)cc(-c3cccs3)nc12
9: COc1ccc2[nH]cc(CCNC(=O)COc3ccc4ccc(=O)oc4c3)c2c1
10: O=C(N=C1SC2CS(=O)(=O)CC2N1Cc1ccc(Cl)cc1)C1CC1 (stereo not drawn)
Compound,1,2,3,4,5,6,7,8,9,10
USP2a block,2%,-1%,1%,-8%,0%,2%,2%,-1%,-1%,-1%
hERG WT inh,-3,.,-2,-5,4,14,-1,-13,0,-5
TRPV1 ag,23,?,.,14,10,-4,-1,-1,3,1
Eya2 inh,-11%,-7%,2%,-25%,0%,-3%,3%,10%,1%,7%
Mito fusion yeast,0%,27%,.,15%,0%,-2%,1%,0%,0%,-2%
AT treatment,0%,2%,3%,3%,3%,0%,6%,-1%,9%,3%
KCNH2 3.1 inh,10,-23,3,-7,19,3,-3,-10,0,25
TCR act,1%,6%,-4%,0%[46.1 µM],1%,-4%[46.1 µM],-2%,8%,3%,5%
ELG1 DNA repair,?,?,-20%,?,23%,-27%,10%,?,-26%,10%
TSHR antag,24,-22,19,-3,22,25,13,3,-8,-7

Looked up by compound from the list above (two):
5: CCOC(=O)CCC(=O)Nc1cc(S(=O)(=O)N2CCOCC2)ccc1N1CCCCC1
7: CCC(C(=O)NC1CC1)n1nc(C)c2c(C)n(-c3ccccc3)nc2c1=O (stereo not drawn)
Compound,5,7
USP2a block,0%,2%
hERG WT inh,4,-1
TRPV1 ag,10,-1
Eya2 inh,0%,3%
Mito fusion yeast,0%,1%
AT treatment,3%,6%
KCNH2 3.1 inh,19,-3
TCR act,1%,-2%
ELG1 DNA repair,23%,10%
TSHR antag,22,13

Other entries.
11: O=C(COC(=O)c1cccs1)NCCc1ccc(F)cc1
12: Cc1cc(C(=O)c2ccc(C(C)(C)C)cc2)c(NC(=O)CCl)s1
13: Cn1ncc([N+](=O)[O-])c1C(=O)Nc1ccn(Cc2ccccc2F)n1
14: Cc1ccc(C)c(S(=O)(=O)N2CCN(C(=O)c3ccc4ccccc4n3)CC2)c1
15: COc1ccc(CNC(=O)COC(=O)/C=C/c2ccc(S(=O)(=O)N3CCOCC3)cc2)cc1
16: O=C(NCc1cccnc1)c1cc(Sc2ccc(F)cc2F)nc2ccccc12
17: O=C(CSc1nnc(-c2ccccc2)n1C1CCCCC1)N1CCCC1
18: COCCNc1oc(-c2ccc(F)cc2)nc1C#N
19: CC(O)(CS(=O)(=O)c1ccc(Br)cc1)c1ccccc1 (stereo not drawn)
20: Cc1ccccc1CN(C)C(=O)CNC(=O)c1ccc2ccccc2c1
Compound,11,12,13,14,15,16,17,18,19,20
USP2a block,-2%,-1%,2%,2%,-2%,3%,-1%,3%,11%,-1%
hERG WT inh,2,11,19,-12,-8,17,-9,3,-7,-1
TRPV1 ag,4,8,1,-1,-1,?,10,18,-7,16
Eya2 inh,-8%,-7%,7%,8%,-2%,8%,-17%,-6%,-18%,-2%
Mito fusion yeast,-3%,7%,2%,8%,10%,15%,-9%,4%,17%,4%
AT treatment,-1%,-11%,-2%,16%,-2%,-1%,1%,8%,9%,17%
KCNH2 3.1 inh,3,0,2,9,8,7,8,0,-4,6
TCR act,-6%,1%[46.1 µM],.,-8%,-4%,-11%[46.1 µM],-1%,1%,-1%,0%
ELG1 DNA repair,22%,-11%,3%,?,27%,21µM*,-15%,?,5%,-3%
TSHR antag,-3,-10,-2,-15,-9,-20,-21,-1,-2,0

21: O=C(NCCS(=O)(=O)N1CCN(c2ccccc2)CC1)c1ccco1
22: COc1ccc(C/C(C)=N/NC(=O)c2ccc(Cl)cc2)cc1
23: O=C(O)CP(=O)(c1ccccc1)c1ccccc1
24: CCN(CC)c1ccc(/C=N/N2CCOCC2)cc1
25: CC1(C)Cc2ccccc2C(=O)N1
26: Cc1cccc(N2C(=O)c3ccc(C(=O)Nc4cccc(C(=O)O)c4)cc3C2=O)c1
27: Cc1ccc(S(=O)(=O)c2ccc(Oc3cccc(C)c3)cc2)cc1
28: Cc1ccc(N/C=C2\CCCCC2=O)nc1
29: CCOC(=O)NC1(Nc2cccc(Cl)c2)Oc2ccccc2O1
30: NC(=O)COc1cc2oc(=O)c3c(c2cc1Cl)CCCC3
Compound,21,22,23,24,25,26,27,28,29,30
USP2a block,3%,0%,?,1%,-1%,-1%,-6%,1%,-5%,2%
hERG WT inh,-3,1,-13,4,-12,0,-5,-6,-3,3
TRPV1 ag,7,12,-2,3,1,-1,10,12,0,24
Eya2 inh,7%,13%,8%,3%,-4%,18%,-6%,2%,-36%,-6%
Mito fusion yeast,-3%,3%,-2%,-4%,-9%,20%,-1%,0%,0%,-4%
AT treatment,-2%,-1%,-1%,-8%,-1%,-9%,5%,-1%,-2%,2%
KCNH2 3.1 inh,5,7,3,-7,4,4,-14,14,-3,21
TCR act,7%,3%,-2%,0%,4%,5%,0%,2%,2%[46.1 µM],.
ELG1 DNA repair,?,3%,7%,?,22%,?,2%,?,1%,?
TSHR antag,-1,6,2,-4,1,-4,-4,11,9,18

3 compounds already listed, ordered by their value in TCR act, highest first:
no.	SMILES	TCR act
21	O=C(NCCS(=O)(=O)N1CCN(c2ccccc2)CC1)c1ccco1	7%
26	Cc1cccc(N2C(=O)c3ccc(C(=O)Nc4cccc(C(=O)O)c4)cc3C2=O)c1	5%
24	CCN(CC)c1ccc(/C=N/N2CCOCC2)cc1	0%

Next part.
31: Cc1cc(S(=O)(=O)NC2CCN(Cc3ccccc3)CC2)c(C)cc1Cl
32: Cc1ccc(NC(=O)CCc2nnc3ccc(N4CCC(C)CC4)nn23)nc1
33: O=C(Cc1ccc(Cl)cc1)Nc1ccccc1C(=O)N1CCCC1
34: Cn1c(NCCc2ccccc2)cc(=O)n(C)c1=O
35: CCCS(=O)(=O)N1CCC(C(=O)NCCCOC(C)C)CC1
36: Cc1ccsc1/C=N\NC(=O)CCc1c(C)n[nH]c1C
37: Cc1cccc(OC(C)C(=O)OCC(=O)N2CCN(c3ccccc3)CC2)c1 (stereo not drawn)
38: COc1ccc(-c2nonc2NC(=O)c2oc3ccccc3c2C)cc1OC
39: COC(=O)c1nnn(-c2ccsc2C(=O)OC)c1C(=O)OC
40: O=c1[nH][nH]cc1C=Nc1ccc(Oc2ccccc2)cc1
Compound,31,32,33,34,35,36,37,38,39,40
USP2a block,2%,4%,0%,-1%,0%,13%,1%,-1%,3%,1%
hERG WT inh,10,1,4,16,8,5,19,-1,-11,0
TRPV1 ag,9,-2,1,4,5,-1,.,7,-8,?
Eya2 inh,-6%,3%,15%,13%,15%,-8%,-13%,-3%,-1%,-7%
Mito fusion yeast,-3%,?,0%,-1%,0%,3%,.,2%,0%,3%
AT treatment,9%,3%,1%,7%,0%,0%,5%,3%,6%,3%
KCNH2 3.1 inh,-11,28,-2,20,5,-33,-10,4,-3,7
TCR act,-14%,0%,2%,-7%,0%,8%,-1%[46.1 µM],4%,-21%,-24%
ELG1 DNA repair,6%,2.9µM*,0%,8%,1%,-26%,5%,?,-2%,5%
TSHR antag,28,6,10,12,2,-5,10,17,0,-9
